High-throughput results from PubChem.
KB-V1 cytotox: KB-V1 MDR subline cytotoxicity; KB-V1 MDR cells viability, CellTiter-Glo, 72 h; Potency, µM (doses to about 46.1 µM), for inactives: at the top dose activity change, negative = cytotoxicity, hits mostly cytotoxic; 400,000 tested, 3.4% active; AID 1347076; also: % is scaled to controls: 0 for no effect and ±100 for the full control effect; nearly all actives have a fitted effect of over 60% in size
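KB-V1 cells (P-gp-expressing MDR subline of KB-3-1) in phenol-red-free DMEM with 10% FBS were exposed to library compounds over a concentration series for 72 h at 37 degrees C. Viability read by CellTiter-Glo luminescence; concentration-effect curves fitted after normalization.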
GLP1R inv ag: inverse agonists of human GLP-1 receptor; HEK293 GLP-1R CRE-luciferase, luminescence, 24 h; GLP-1R form is constitutively active; Potency, µM (highest dose often 38.3 µM), for inactives: at the highest dose activity change, negative = inhibition, actives largely listed as inhibitors; 410,000 tested, 1.6% active; AID 624417; also: % is scaled to controls: 0 for no effect and ±100 for the full control effect; nearly all actives have a fitted effect of over 55% in size
Target sequence (P43220 whole entry, looked up): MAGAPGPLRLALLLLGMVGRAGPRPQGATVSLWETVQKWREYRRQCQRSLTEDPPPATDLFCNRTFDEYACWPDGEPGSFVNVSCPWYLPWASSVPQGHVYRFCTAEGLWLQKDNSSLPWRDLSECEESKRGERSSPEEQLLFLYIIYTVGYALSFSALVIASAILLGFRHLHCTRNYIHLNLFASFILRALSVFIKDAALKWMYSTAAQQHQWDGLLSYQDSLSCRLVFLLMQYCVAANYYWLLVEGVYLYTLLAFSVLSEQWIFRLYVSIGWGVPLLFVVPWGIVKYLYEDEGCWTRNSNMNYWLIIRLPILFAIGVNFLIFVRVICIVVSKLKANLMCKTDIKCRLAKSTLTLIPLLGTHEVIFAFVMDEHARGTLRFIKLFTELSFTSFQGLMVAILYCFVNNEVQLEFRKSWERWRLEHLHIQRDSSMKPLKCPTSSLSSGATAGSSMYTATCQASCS
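Constitutively active GLP-1R drives a cAMP-responsive luciferase in stably transfected HEK293 cells; test compounds are added after overnight (12 h) attachment and left 24 hr, and signal loss in luminescence marks inhibition.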
HEK293 tox: cytotoxicity in counter-screen for GLP-1R inverse agonists; HEK293 cAMP-luciferase reporter cells, luminescence, 24 h; Potency, µM (top dose mostly 38.3 µM), for the others: at the highest dose activity change, negative = inhibition, most hits filed as inhibitors; 410,000 tested, 0.13% active;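 also: loss of luciferase light is scored as toxicity; % is scaled to controls: 0 for no effect and ±100 for the full control effect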
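1536-well qHTS counterscreen of the MLSMR; 200 cells/uL, 12 h pre-incubation, 23 nL cpd, 24 h at 37 deg C 5% CO2, luciferase detection reagent, 12 min RT, luminescence. Inhibition = undesired.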
TDP43 rescue: TDP-43 toxicity inhibition in yeast; TDP-43 expressing yeast growth rescue, BacTiter-Glo, 24 h; Potency, µM (top dose mostly 46.1 µM), for inactives: at the top dose growth rescue (activation), most hits filed as activators; 410,000 tested, 1.8% active; also: % of control where 0% means no effect; nearly all actives have a fitted effect of over 50% in size
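In this qHTS, compounds that restore growth of yeast expressing TDP-43 appear as activators. Cells (OD600=0.02, galactose medium, raffinose-pregrown) are incubated with compound 24 hr at 30 deg C and growth is quantified by BacTiter-Glo.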
KB-3-1 cytotox: kills parental KB-3-1 adenocarcinoma cells | 400,000 tested, 1.4% active | Potency, µM (doses to about 46.1 µM), inactives show at the highest dose activity change, negative = cytotoxic, most hits filed as cytotoxic | KB-3-1 viability, CellTiter-Glo ATP luminescence, 72 h; also: % is scaled to controls: 0 for no effect and ±100 for the full control effect; nearly all actives have a fitted effect of over 60% in size
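KB-3-1 cells, DMEM (no phenol red) + 10% FBS; compound by pin transfer, 72 h, 37 °C. Readout: CellTiter-Glo luminescence after 10 min. Data normalized, curve-fitted.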
HT1080 IDH1KD tx: kills HT-1080 cells with IDH1 knockdown; HT-1080 IDH1 knockdown viability, ATP luminescence, 48 h; Potency, µM (series often up to 46.1 µM), inactives show top-dose activity, negative = toxicity, usual class: cytotoxic; 360,000 tested, 2% active;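 also: 0% = DMSO wells and -100% = cell-free medium wells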
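% activity derives from luminescence (CellTiter-Glo), normalised to DMSO and no-cell wells. HT-1080-IDH1KD cells, 750/well, had 48 h compound exposure at 37 °C.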
SW480 rerep: DNA re-replication induction in SW480 cells; Potency, µM (highest dose often 46.1 µM), inactives show at the top dose re-replication activation, hits mostly activators; SW480 DNA re-replication, Hoechst DNA content imaging, 48 h; 340,000 tested, 1.8% active; AID 624297; also: % of control where 0% means no effect; nearly all actives have a fitted effect of over 55% in size
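Treated cells incubate 48 hr (37 C, 5% CO2), are stained 40 min with Hoechst, and nuclear fluorescence is enumerated; a rise in nuclei with high DNA signal marks re-replication.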
GLP-1R agonist: agonists of human GLP-1 receptor. P43220. HEK293 GLP-1R CRE-luciferase, luminescence, 4-6 h; cells express a hypersensitive GLP-1R form. Potency, µM (highest dose often 45.6 µM), without a hit: at the top dose activation, actives largely listed as activators. 380,000 tested, 0.007% active. AID 624172; also: % of control where 0% means no effect
HT1080NT lethal: kills 2HG-producing HT-1080-NT fibrosarcoma cells | Potency, µM (top dose mostly 46.1 µM), for inactives: top-dose activity, negative = less viability, usual class: cytotoxic | 360,000 tested, 1.6% active | HT-1080-NT fibrosarcoma viability, CellTiter-Glo ATP luminescence, 48 h | AID 686970;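 also: NT is the 2HG producing partner of a matched IDH1 knockdown line; 0% = DMSO-treated cells and -100% = media-only wells without cells; nearly all actives have a fitted effect of over 55% in size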
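Luminescent CellTiter-Glo readout after 48 hours of compound exposure at 37 degrees C defined viability of HT-1080-NT cells. Activity was normalized to DMSO wells and cell-free media wells; concentration-response curves were fitted and assigned curve classes.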
Starred values were filed as active, the others as inactive; ? = inconclusive; . = not tested or not shown; [ ] = dose if it differs, or a comment. Calls follow the shape of the dose curve; as a rule, active = well fitted curve in the direction sought with a large enough effect; inconclusive = small, poorly fitted or top-dose-only effect, or another doubt; inactive = no such curve, though single readings can be large; an effect the other way counts as inactive or inconclusive. Potency is read from the fitted curve at half-maximal effect.

The line under a structure holds: KB-V1 cytotox | GLP1R inv ag | HEK293 tox | TDP43 rescue | KB-3-1 cytotox | HT1080 IDH1KD tx | SW480 rerep | GLP-1R agonist | HT1080NT lethal
COc1cc(-c2cc(C(=O)Nc3cc(S(=O)(=O)N4CCOCC4)ccc3C)c3ccccc3n2)cc(OC)c1OC
  ? | -20% | -3% | -8% | -1% | -2% | . | 4% | -4%
CCCCOC(=O)c1c(N)n(-c2ccc(OC)cc2OC)c2nc3ccccc3nc12
  22% | 0% | -11% | 9% | 22% | . | . | 7% | .
CCCC1C2C(=O)N(c3cccc(C)c3)C(=O)C2ON1c1ccccc1 (stereo not given)
  1% | 9% | 11% | ? | 1% | 7% | -9% | -3% | 3%
COc1cc(/C=C2\NC(=S)N(C)C2=O)ccc1OCc1ccccc1F
  -12% | -12% | -19% | -2% | 8% | -18% | ? | 10% | -27%
Cc1ccc(NC(=O)n2ncc3c(C)cccc32)cc1F
  4% | 26% | 0% | 16% | 1% | 7% | 0% | 1% | 5%
CCCCn1c(SCC(=O)NCc2ccc3c(c2)OCO3)nnc1C(CC)N(C)C (stereo not given)
  -1% | -3% | -4% | 8% | -3% | -2% | 2% | 4% | 1%
Cc1oc2cc(O)ccc2c(=O)c1N1C(=O)c2ccccc2C1=O
  28% | 6% | -9% | -3% | -2% | -2% | -1% | -5% | 4%
O=S1(=O)c2cccc3cccc(c23)N1CCBr
  ? | 1% | 3% | 2% | -6% | -13% | -2% | 8% | -1%
OCCC1CN(Cc2cccc(C(F)(F)F)c2)CCN1Cc1ccccc1 (stereo not given)
  ? | ? | ? | 24% | 4% | -14% | 1% | 2% | -11%
O=C(NCC(c1cccnc1)N1CCN(Cc2ccccc2)CC1)C(=O)Nc1cccc(Cl)c1 (stereo not given)
  -4% | -1% | 3% | 5% | -14% | . | . | . | .
CCOC(=O)C1=C(CSc2nncn2C)NC(=O)NC1c1cc(OCC)ccc1OCC (stereo not given)
  12% | -5% | -3% | 9% | 3% | 2% | 0% | -17% | 2%
COc1cc(C(=O)OCC(=O)Nc2ccccc2)cc2c1OCCO2
  -17% | 29% | 5% | 20% | -1% | 1% | . | 15% | 2%
O=c1c(Cl)c(N/N=C/c2ccc(Cl)cc2)cnn1-c1ccccc1
  4% | ? | -22% | 10% | 3% | -21% | -5% | -1% | -30%
O=C(CCC(=O)Nc1ccc(Br)cc1)N/N=C/c1ccccc1F
  0% | ? | -2% | -11% | 8% | -10% | 0% | 3% | -22%
COc1ccc(-c2nnc(SCc3ccccc3)n2N)cc1
  -3% | -6% | 4% | 2% | 17% | 1% | -4% | 4% | -8%
CSc1ccc(CN2CCC(Oc3ccc(C(=O)N4CCCC4)cc3)CC2)cc1
  -26% | ? | -19% | -10% | -13% | -27% | 27% | -3% | ?
CC1CN(C(=O)c2ccccc2OCc2ccccc2Cl)CC(C)O1 (stereo not given)
  7% | ? | 3% | ? | 0% | 15% | -6% | 6% | 8%
CC(C)(C)NC(=O)NC(=O)CSc1ncc(C(F)(F)F)cc1Cl
  13µM* | ? | 6% | -13% | 8% | -4% | 2% | 12% | 10%
N#Cc1ccc(S(=O)(=O)N2CCN(C(=O)[C@@H]3CCCN3C(=O)c3cccs3)CC2)cc1
  15% | 24% | -12% | 21% | 1% | 4% | -3% | 0% | 1%
CCCCC(=O)Nc1ccc(NC(=O)c2cnccn2)cn1
  ? | 1% | 6% | 11% | 15% | 21% | 2% | 3% | 15%
CCCNS(=O)(=O)c1ccc(NC(=O)c2cccnc2)cc1
  16% | 0% | -16% | -13% | -1% | -4% | -3% | 16% | 8%
C=CCn1c(=O)c2ccccc2n2c(SCC(=O)Nc3cc(C)on3)nnc12
  -3% | 7% | -4% | 6% | 7% | -1% | -4% | 7% | -9%
CCCCn1c(N)c(N(CCOC)C(=O)c2cc(S(=O)(=O)N3CCOCC3)ccc2Cl)c(=O)[nH]c1=O
  9% | -8% | -22% | 17% | 11% | 8% | 6% | 4% | 11%
O=C(CN1C(=O)CSc2ncccc21)Nc1ccccc1F
  5% | 15% | 7% | 16% | 1% | 4% | -7% | -1% | 5%
CCOC(=O)[C@@H]1[C@H]2COc3ccccc3[C@H]2N2C(=O)N(c3ccc(Cl)cc3)C(=O)[C@@]12C
  -7% | ? | -11% | -24% | ? | 0% | 28% | -2% | ?
CNC(=O)/C(C#N)=C/c1c(N2CCN(C)CC2)nc2c(C)cccn2c1=O
  -4% | 12% | 0% | -10% | 3% | -3% | ? | 0% | -4%
Cc1[nH]c2ccccc2c(=O)c1CN1CCCCCC1
  ? | 1% | -1% | -8% | 9% | 20% | 2% | 3% | -1%
COc1ccc(OC)c(Nc2ncnc3sc(-c4ccccc4)cc23)c1
  -15% | 4% | 48%[activator] | -1% | 8% | 3% | -6% | 1% | 9%
O=C(CN1C(=O)CSC1=O)c1ccccc1
  -4% | 0% | 1% | 6% | 14% | 5% | -5% | -2% | -2%
Cn1c2c(c(=O)n(C)c1=O)C(NC(=O)c1cccs1)(C(F)(F)F)C(=O)N2 (stereo not given)
  21% | -7% | -7% | -6% | 0% | 15% | -4% | 1% | 9%

Compound profiles, from the list above. Order of values: KB-V1 cytotox | GLP1R inv ag | HEK293 tox | TDP43 rescue | KB-3-1 cytotox | HT1080 IDH1KD tx | SW480 rerep | GLP-1R agonist | HT1080NT lethal
CCCCn1c(N)c(N(CCOC)C(=O)c2cc(S(=O)(=O)N3CCOCC3)ccc2Cl)c(=O)[nH]c1=O is listed as 9% | -8% | -22% | 17% | 11% | 8% | 6% | 4% | 11%
CCCNS(=O)(=O)c1ccc(NC(=O)c2cccnc2)cc1 is listed as 16% | 0% | -16% | -13% | -1% | -4% | -3% | 16% | 8%
CSc1ccc(CN2CCC(Oc3ccc(C(=O)N4CCCC4)cc3)CC2)cc1 is listed as -26% | ? | -19% | -10% | -13% | -27% | 27% | -3% | ?

(next part)
The line under a structure holds: KB-V1 cytotox | GLP1R inv ag | HEK293 tox | TDP43 rescue | KB-3-1 cytotox | HT1080 IDH1KD tx | SW480 rerep | GLP-1R agonist | HT1080NT lethal
CCc1nnc(NC(=O)CN2CCN(c3cccc(OC)c3)CC2)s1
  -10% | 2% | 7% | 7% | 1% | 1% | 3% | 0% | 1%
O=c1c2cc3c(cc2n(Cc2cccc(Cl)c2)c(=O)n1Cc1nc(-c2ccccc2)no1)OCO3
  -1% | 9% | 29% | 23% | 5% | . | . | . | .
N=c1c(C(=O)NCc2ccc(F)cc2)cc2c(=O)n3ccccc3nc2n1Cc1ccco1
  ? | -12% | 123%[activator] | 2% | 17% | -17% | ? | -7% | 3%
COc1cc(NS(=O)(=O)c2ccc(-c3ccc(=O)[nH]n3)o2)cc(OC)c1OC
  9% | 22% | 8% | -32% | -1% | -6% | -26% | -3% | -2%
CC(C)(Oc1ccc(Cl)cc1)C(=O)Nc1ccc(S(=O)(=O)Nc2ncccn2)cc1
  -18% | -18% | 5% | -10% | -3% | 17% | 0% | 0% | 7%
CCOc1ccc(N(CC(=O)Nc2ccccc2C)S(=O)(=O)c2c(C)noc2C)cc1
  ? | ? | -23% | ? | 5.8µM* | 3.7µM* | 3.3µM* | 2% | 4.6µM*
O=C(C1=C(O)C(=O)N(CC2CCCO2)C1c1ccccc1)c1ccco1 (stereo not given)
  17% | 5% | -72% | 12% | 7% | 17% | -5% | 1% | 8%
O=C(Nc1ccn(-c2ccccc2)n1)c1ccc(Cl)cc1
  18µM* | -19% | -7% | ? | -14% | -17% | -1% | 2% | -3%
Cc1ccc(C)c(NCc2n[nH]c(=S)n2-c2ccccc2)c1
  -14% | -4% | -14% | -8% | 7% | -2% | -5% | 9% | 2%
CC(=O)NC(=S)NNC(=O)C(c1ccccc1)c1ccccc1
  -2% | -6% | -16% | 18µM* | ? | -22% | 13% | -7% | 0%
CC1CCCN(S(=O)(=O)c2ccc(S(=O)(=O)N3CCC4(CC3)OCCO4)cc2)C1 (stereo not given)
  ? | 17% | -7% | -19% | -3% | -1% | -4% | 9% | -1%
CCCc1cc(=O)oc2cc(OCC(=O)NCCCn3ccnc3)ccc12
  -8% | ? | -6% | -11% | -4% | -6% | -12% | -3% | -1%
Cc1c(O)nc2ccccn2c1=O
  10% | 2% | -9% | 3% | 1% | 5% | -5% | 0% | 12%
CC1CCN(C(=O)c2ccc(NS(=O)(=O)c3cccc4cccnc34)cc2)CC1
  0% | 7% | -8% | 10% | -2% | -8% | 2% | 15% | -3%
COc1cccc(C(=O)NCCSCc2c(F)cccc2Cl)c1
  0% | ? | -4% | 11µM* | 16% | 1% | 1% | 1% | -29%
O=C(O)C(Cc1c[nH]c2ccccc12)N1Cc2ccccc2C1=O (stereo not given)
  3% | -20% | 8% | -11% | 0% | -3% | -4% | 1% | -26%
O=C(Nc1ccccc1N1CCN(C(=O)c2ccccc2)CC1)c1cc(Br)ccc1Cl
  23µM* | ? | 12% | ? | ? | -23% | ? | 4% | -15%
N#CC1=C(N)Oc2c(oc(CO)cc2=O)C1c1ccccc1[N+](=O)[O-] (stereo not given)
  2% | 9% | 19% | -12% | 8% | -1% | 5.8µM* | -1% | 5%
COc1ccc(S(=O)(=O)NC(C)C(=O)Nc2ccc3c(c2)OCCO3)cc1OC (stereo not given)
  -10% | 10% | -2% | -6% | -8% | 9% | -36% | 12% | 2%
CC(NC(=O)C[n+]1cccc(Br)c1)c1ccccc1 (stereo not given)
  14% | 5% | 2% | 19% | 2% | 2% | -10% | 1% | 15%
C/C(=N/N1CCN(c2ccccc2)CC1)c1cccc([N+](=O)[O-])c1
  0% | -17% | -7% | 19% | 2% | 11% | -16% | 12% | 18%
